# Screening results as filed in PubChem.
# Ins promoter up – MIN6 insulin promoter up-regulation | AID 1625 | z-score at 5 µM | 190,000 compounds, 0.3% hits | MIN6 insulin promoter-GFP reporter, high-content imaging; hits give high values;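 active = z-score above 3 at 5 µM with at least 500 cells counted in the well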
# Lipid droplet – hepatic lipid droplet formation modulation | AML12 mouse hepatocytes, oleate lipid droplets, BODIPY imaging | inhibition, % at 6.5 µM | 240,000 compounds, 0.4% hits;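 active = lipid droplet intensity inhibited by at least 50%, with more than 500 cells counted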
#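 Assay system: AML12 hepatocytes (mouse) / Also added: 100 µM oleic acid challenge / Times: overnight treatment with compound plus oleate / Detection: high-content imaging of BODIPY-stained droplets and DAPI nuclei / Evaluation: % inhibition of lipid droplet signal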
# PMI inhibitors – inhibitors of human PMI, primary screen, biochemical, fluorescence intensity, coupled assay (AID 1209). inhibition, % at 20 µM; hits with a dose series show IC50 in µM. purified PMI enzyme, coupled fluorescence intensity; higher % means a stronger effect. 190,000 compounds, 0.42% hits;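 also: plate controls were DMSO vehicle for no effect and wells lacking substrate for full effect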
# MT stabilizer – stabilizes microtubules in HeLa cells; HeLa tubulin immunostaining HCS, 24 h; share of cells brighter than vehicle mean+2SD; 200,000 compounds, 0.83% hits; % tubulin-high responders, % at 10 µM; AID 2205;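 active = plate Z-score above 3 for both tubulin-high and condensed-nucleus cell shares, with cell loss under 80%, at 10 µM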;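 also: anti alpha tubulin signal scored within the nucleus-defined area of each cell; some results filed as inactive read as strong as hits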
# TNAP activation fold – stimulation of alkaline phosphatase TNAP activity – biochemical, luminescent, no phosphate acceptor, uHTS, primary screen (AID 1001) | 200,000 compounds, 0.03% hits | activation fold at 20 µM, or EC50 in µM where a hit was titrated | purified TNAP, luminescent activation assay, no phosphate acceptor; higher activation fold means a stronger effect; in the data active = activation fold from about 3, or a potency from the dose series; inactive = the rest, 99 in 100 with activation fold below about 1.6; also: many of its hits are not listed in these tables
# Autophagy mod – alters autophagy in cells. calls only at 10 µM (by protocol). AID 463193. 190,000 compounds, 0.98% hits. MEF GFP-LC3 puncta imaging; test concentration mostly 10 µM;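 active = percentage of spot-positive cells more than 3 SD above its plate mean, without a fluorescence outlier flag or 80% toxicity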;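 also: spot-positive cell cutoff set from DMSO-treated cells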
# PMI inhibition – MPI inhibition at elevated mannose 6-phosphate – biochemical, fluorescence intensity, high mannose 6-phosphate, primary screen (AID 1220); 190,000 compounds, 0.66% hits; one-dose inhibition, % at 20 µM; IC50 in µM for titrated hits; recombinant PMI enzyme, coupled fluorescence intensity; higher % means a stronger effect
# T cell HTS – T cell immune modulators affecting CD8 T cell-vesicle binding. 2C CD8+ T cell-vesicle binding, flow cytometry; hits give low values. calls only at 7 µM. 330,000 compounds, 0.068% hits;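 active = response, share of CD8 T cells binding vesicles, and their 90th percentile fluorescence all below set limits, cut at about 80% in these data, passing the limit was not always enough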
#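 incubation = binding step 1.5 h, 37 °C, antibody labelling 20 min, ice | test system = 2C mouse CD8+ T cells | read-out basis = percent CD8+ FL2 mean versus row control | controls = Peptide-free naked vesicles (low) and QL9 vesicles with 0.7% DMSO vehicle (high) | detection = flow cytometry of vesicle-bound cells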
# bCat nuc transl – modulators of beta-catenin nuclear translocation. HeLa beta-catenin nuclear translocation, immunofluorescence imaging. nuclear translocation activity, % at 5 µM. 190,000 compounds, 0.3% hits. AID 1665;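 active = nuclear translocation activity above 50% at 5 µM, with a well cell count of 50 or more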;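 also: per-cell ratio of nuclear to cytoplasmic median beta-catenin stain intensity; plate controls were DMSO negative control for no effect and GSK-3 inhibitor IX positive control for full effect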
#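 Test system: human HeLa cells, endogenous beta-catenin. Times: 24 h compound exposure, 37°C. Measured by: beta-catenin immunofluorescence imaging with DAPI.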
# Ins promoter up cell count – further read-out of Ins promoter up, marked with its call; cell count; measured here: cytotoxicity, nuclei count;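 total cells summed across four imaged fields per well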
# Lipid droplet cells 6.5 µM – second read-out of Lipid droplet, no call of its own (marks repeat the call); cell count; measured here: cell count, cytotoxicity flag;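 cells counted across two imaged fields per well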
# bCat nuc transl cell count 5 µM – second read-out of bCat nuc transl, no call of its own (marks repeat the call); cell count; measured here: cell count, cytotoxicity flag
# T cell HTS vesicle-bound % – further read-out of T cell HTS, marked with its call; double positive events, %; measured here: CD8+ vesicle-bound cell fraction;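 binding gate set so that unloaded-vesicle control wells show 10% double positive cells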
# MT stabilizer Hoechst-high % – second read-out of MT stabilizer, no call of its own (marks repeat the call); % Hoechst-high responders; measured here: nuclear condensation Hoechst responders;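 share of cells brighter than vehicle mean plus two SD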
# MT stabilizer cytotoxicity % – also measured in MT stabilizer; calls as there; toxicity, %; measured here: cytotoxicity by cell density;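 0% = mean cell density of plate MIN control wells and 100% = no cells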
# Autophagy mod cell loss 18 h – recorded beside Autophagy mod, whose call it bears; toxicity, %; measured here: cell loss, nuclei count;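 cell loss after 18 h compound exposure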
# Active calls of the source: *; i = inactive; · = not tested or not shown. Rule as the data show it, unless noted: active = inhibition above about 50%; inactive = the rest.
# Value order: Ins promoter up	Ins promoter up cell count	Lipid droplet	Lipid droplet cells 6.5 µM	PMI inhibitors	MT stabilizer	MT stabilizer Hoechst-high %	MT stabilizer cytotoxicity %	TNAP activation fold	Autophagy mod	Autophagy mod cell loss 18 h	PMI inhibition	T cell HTS	T cell HTS vesicle-bound %	bCat nuc transl	bCat nuc transl cell count 5 µM
1: Cc1ccccc1-n1cc(C(=O)c2cc(Cl)ccc2O)cc(C#N)c1=O
 : 0.54	1296	-1	655	-1%	4.3	3.1	5.4	1.1	i	-4	5%	i	26	-1.8	1005
2: CCOCCn1c(CN2CCN(c3cccc(Cl)c3)CC2)nc2c1c(=O)n(C)c(=O)n2C
 : 1.1	971	·	·	7%	2.8	2.8	4.2	1.1	i	10	4%	i	34	0.4	1187
3: NC(=O)COC(=O)c1ccc(Cl)c(S(=O)(=O)N2CCN(c3ccc(F)cc3)CC2)c1
 : 0.4	1635	-3	650	0%	1.7	1.2	1.1	0.9	i	17	3%	i	33	0.8	1067
4: COc1cccc(/C=N/NC(=O)C(=O)Nc2ccccc2OC(F)(F)C(F)F)c1
 : -0.26	1447	-17	588	8%	2.6	2.3	2.2	1.1	i	25	-3%	i	42	-1.1	1111
5: CCOC(=O)N1CCC(NC(=O)c2ccc3c(c2)sc2nc(-c4cccc(OC)c4)cn23)CC1
 : -0.14	1056	2	657	14%	2.3	2.3	1.9	1.2	i	7	12%	·	·	5.8	946
6: CCOc1ccc(NC(=O)CSc2nc3c([nH]c4ccccc43)c(=O)n2C)cc1
 : -0.27	1556	13	728	-7%	2.4	2.1	9.9	1.2	i	9	-3%	i	35	-3.7	1147
7: CC(CN1CCOCC1)(NS(=O)(=O)c1ccccc1)c1ccccc1 (stereo not given)
 : -0.04	1061	-3	633	1%	2.9	1.4	12	1.1	i	4	-4%	i	25	-1.1	1108
8: Cc1cc(NC(=O)c2ccc(N3CCCC3)c([N+](=O)[O-])c2)no1
 : -0.93	1440	8	675	-25%	2.6	2.2	8.5	1.4	i	1	-10%	i	53	1.9	1052
9: COc1ccc(-n2nc(C(=O)NCC(=O)NCC3COc4ccccc4O3)c3ccccc3c2=O)cc1 (stereo not given)
 : -1.3	1207	0	708	7%	4.3	1.8	7.8	1.1	i	13	-4%	i	37	-2.0	1108
10: O=C(O)CCCNS(=O)(=O)c1ccc(F)cc1
 : 0.28	1505	·	·	5%	4.4	1.3	8.8	1.1	i	8	-1%	i	33	-3.7	1023
11: O=C(Cn1nc(C(=O)O)c2ccccc2c1=O)c1cc(F)ccc1F
 : 1.2	939	-5	730	·	·	·	·	·	·	·	·	i	34	0.5	1255
12: CCOC(=O)N1CCC(N2CCCC(C(=O)c3ccc4cc(OC)ccc4c3)C2)CC1 (stereo not given)
 : -1.5	1406	9	680	15%	1.3	2.7	8.1	1.1	i	17	-12%	i	34	2.7	977
13: CCOc1ccc(C(=O)Nc2cccc(-c3nc4cccnc4o3)c2)cc1Cl
 : 0.07	1652	·	·	1%	4.6	4.3	0.1	1.1	i	23	-7%	i	9	-1.8	1411
14: COc1ccc(CNC(=O)CSc2cc(=O)n(C)c3ccccc23)cc1
 : -0.84	1165	-20	693	-4%	0.8	2.7	5.5	1.2	i	-3	-8%	i	47	0.0	1155
15: CSc1nnc(-c2ccc(NC(=O)CCc3ccccc3)cc2)n1C
 : 0.51	1552	-9	632	16%	2.5	0.3	26	1.1	i	10	8%	i	45	-0.6	971
16: COc1ccc2c(Cn3cnc4cc([N+](=O)[O-])ccc4c3=O)cc(=O)oc2c1
 : -0.28	1436	-35	704	·	·	·	·	·	·	·	·	i	47	1.7	1350
17: COc1ccccc1Oc1coc2c(CN3CCN(C)CC3)c(O)ccc2c1=O
 : 0.41	1042	-11	652	3%	3.0	3.1	24	1.1	i	3	3%	i	43	-0.3	1101
18: CC(=O)NCC(=O)N1CCCC(C(=O)c2ccc3c4c(cccc24)CC3)C1 (stereo not given)
 : 0.01	1452	-13	666	4%	1.5	2.8	6.1	1.1	i	-7	15%	i	53	-1.2	1057

# Part of the list above in a different format.
[6] CCOc1ccc(NC(=O)CSc2nc3c([nH]c4ccccc43)c(=O)n2C)cc1
[7] CC(CN1CCOCC1)(NS(=O)(=O)c1ccccc1)c1ccccc1 (stereo not given)
[8] Cc1cc(NC(=O)c2ccc(N3CCCC3)c([N+](=O)[O-])c2)no1
[9] COc1ccc(-n2nc(C(=O)NCC(=O)NCC3COc4ccccc4O3)c3ccccc3c2=O)cc1 (stereo not given)
compound no.,6,7,8,9
Ins promoter up,-0.27,-0.04,-0.93,-1.3
Ins promoter up cell count,1556,1061,1440,1207
Lipid droplet,13,-3,8,0
Lipid droplet cells 6.5 µM,728,633,675,708
PMI inhibitors,-7%,1%,-25%,7%
MT stabilizer,2.4,2.9,2.6,4.3
MT stabilizer Hoechst-high %,2.1,1.4,2.2,1.8
MT stabilizer cytotoxicity %,9.9,12,8.5,7.8
TNAP activation fold,1.2,1.1,1.4,1.1
Autophagy mod,i,i,i,i
Autophagy mod cell loss 18 h,9,4,1,13
PMI inhibition,-3%,-4%,-10%,-4%
T cell HTS,i,i,i,i
T cell HTS vesicle-bound %,35,25,53,37
bCat nuc transl,-3.7,-1.1,1.9,-2.0
bCat nuc transl cell count 5 µM,1147,1108,1052,1108

# Whole records, quoted from the list. Values in the order: Ins promoter up | Ins promoter up cell count | Lipid droplet | Lipid droplet cells 6.5 µM | PMI inhibitors | MT stabilizer | MT stabilizer Hoechst-high % | MT stabilizer cytotoxicity % | TNAP activation fold | Autophagy mod | Autophagy mod cell loss 18 h | PMI inhibition | T cell HTS | T cell HTS vesicle-bound % | bCat nuc transl | bCat nuc transl cell count 5 µM
# CC(CN1CCOCC1)(NS(=O)(=O)c1ccccc1)c1ccccc1 (stereo not given) is listed as -0.04 | 1061 | -3 | 633 | 1% | 2.9 | 1.4 | 12 | 1.1 | i | 4 | -4% | i | 25 | -1.1 | 1108
# O=C(O)CCCNS(=O)(=O)c1ccc(F)cc1 is listed as 0.28 | 1505 | · | · | 5% | 4.4 | 1.3 | 8.8 | 1.1 | i | 8 | -1% | i | 33 | -3.7 | 1023
